# Compound activity from PubChem.
# TbREL1 primary = TbREL1 RNA ligase inhibitors, primary screen, biochemical, FRET fluorescence | TbREL1 RNA ligation | AID 1117264, 2014 | 0.49% of 89,000 active | RNA-editing ligase 1, mitochondrial (Trypanosoma brucei brucei), P86926 | inhibition, % at 9.66 µM;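 active = inhibition above the mean inhibition across all screened compounds plus 3 SD, cut at about 11% in these data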;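 note: 0% = plate median of test wells and 100% = NSC42067 control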
# Target sequence (P86926 whole entry, looked up): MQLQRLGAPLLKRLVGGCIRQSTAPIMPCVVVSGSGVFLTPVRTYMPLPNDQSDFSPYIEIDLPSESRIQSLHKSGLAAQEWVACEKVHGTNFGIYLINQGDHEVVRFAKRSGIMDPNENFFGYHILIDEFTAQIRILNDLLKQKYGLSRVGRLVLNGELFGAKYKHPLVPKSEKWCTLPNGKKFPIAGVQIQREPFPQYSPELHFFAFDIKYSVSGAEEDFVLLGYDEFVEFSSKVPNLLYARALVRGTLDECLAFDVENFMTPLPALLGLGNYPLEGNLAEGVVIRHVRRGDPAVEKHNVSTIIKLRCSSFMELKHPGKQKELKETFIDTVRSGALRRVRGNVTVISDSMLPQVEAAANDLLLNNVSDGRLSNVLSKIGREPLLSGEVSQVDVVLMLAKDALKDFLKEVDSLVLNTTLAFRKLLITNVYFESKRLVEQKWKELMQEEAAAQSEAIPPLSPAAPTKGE
# * = called active by the depositor. Not all compounds are listed (hit frequency here may not be typical).
# Start of the data: the first 22 compounds, ahead of the listing:
TbREL1 primary,SMILES
1,CCC[C@H]1[C@@H](NC(=O)c2cccc(C(F)(F)F)c2)CC[C@@]23CCCN2C(=O)CCC[C@@H]13
2,Nc1nc(CSc2nnnn2-c2ccc(F)c(Cl)c2)nc(N2CCOCC2)n1
0,Cc1nnc(NC(=O)C(c2ccccc2)c2ccccc2)s1
-2,COc1ccc(C2C(C#N)=C(N)Oc3n[nH]c(C)c32)cc1Cn1nnc2ccccc21 (stereo unspecified)
-2,N/C(=N\OC(=O)c1cccc(Cn2cc(C(F)(F)F)ccc2=O)c1)c1ccccc1
-4,COc1cc(F)c(C2=CC(=O)CC(C)(C)C2)cc1F
9,COc1ccc(CCNC(=O)C(=O)NCC2OCCN2C(=O)c2ccc(Cl)cc2)cc1 (stereo unspecified)
2,O=C(CSc1nc2c(sc3ccccc32)c(=O)n1CCc1ccccc1)NCc1ccco1
1,CSc1nnc(C)c(=O)n1COC(=O)/C=C/c1ccc2c(c1)OCO2
-2,COc1ccc(C(=O)N2CCCC(c3ccccc3)C2)cc1 (stereo unspecified)
-3,Cc1cccc(CN(CC(=O)N/N=C/c2ccco2)S(=O)(=O)c2ccc(Cl)cc2)c1
7,CC1(C)C=C(c2ccc(C(=O)O)s2)CC(C)(C)N1
5,CCCOc1ccc(F)cc1-c1cc(C(=O)NCCOC)[nH]n1
-1,C/C(=N\NC(N)=O)c1cccc(Cl)c1
1,COc1cccc(S(=O)(=O)N(C)C[C@H]2Oc3ncc(Br)cc3C(=O)N([C@@H](C)CO)C[C@@H]2C)c1
-1,O=C(Cn1cc([N+](=O)[O-])cn1)N1CCc2ccccc2C1
-5,C[C@H]1CN([C@@H](C)CO)C(=O)CCCn2nncc2CO[C@@H]1CN(C)C(=O)Nc1cccc2ccccc12
2,O=C(Nc1ccc(C2CCCCC2)cc1)C1CCN(c2ncccn2)CC1
-1,CCCCNCCCOc1cc(Cl)ccc1Cl
-1,O=C(CN1C(=O)c2ccc([N+](=O)[O-])cc2C1=O)Nc1cc(S(=O)(=O)N2CCOCC2)ccc1Cl
0,Cc1cccc(C(=O)Nc2nc3ncccn3c2-c2ccc(F)cc2)c1
-1,CN(CC(=O)Nc1ccccc1Cl)C(=O)CSc1nncs1

# The listing (from the top)
TbREL1 primary,SMILES
1,CCC[C@H]1[C@@H](NC(=O)c2cccc(C(F)(F)F)c2)CC[C@@]23CCCN2C(=O)CCC[C@@H]13
2,Nc1nc(CSc2nnnn2-c2ccc(F)c(Cl)c2)nc(N2CCOCC2)n1
0,Cc1nnc(NC(=O)C(c2ccccc2)c2ccccc2)s1
-2,COc1ccc(C2C(C#N)=C(N)Oc3n[nH]c(C)c32)cc1Cn1nnc2ccccc21 (stereo unspecified)
-2,N/C(=N\OC(=O)c1cccc(Cn2cc(C(F)(F)F)ccc2=O)c1)c1ccccc1
-4,COc1cc(F)c(C2=CC(=O)CC(C)(C)C2)cc1F
9,COc1ccc(CCNC(=O)C(=O)NCC2OCCN2C(=O)c2ccc(Cl)cc2)cc1 (stereo unspecified)
2,O=C(CSc1nc2c(sc3ccccc32)c(=O)n1CCc1ccccc1)NCc1ccco1
1,CSc1nnc(C)c(=O)n1COC(=O)/C=C/c1ccc2c(c1)OCO2
-2,COc1ccc(C(=O)N2CCCC(c3ccccc3)C2)cc1 (stereo unspecified)
-3,Cc1cccc(CN(CC(=O)N/N=C/c2ccco2)S(=O)(=O)c2ccc(Cl)cc2)c1
7,CC1(C)C=C(c2ccc(C(=O)O)s2)CC(C)(C)N1
5,CCCOc1ccc(F)cc1-c1cc(C(=O)NCCOC)[nH]n1
-1,C/C(=N\NC(N)=O)c1cccc(Cl)c1
1,COc1cccc(S(=O)(=O)N(C)C[C@H]2Oc3ncc(Br)cc3C(=O)N([C@@H](C)CO)C[C@@H]2C)c1
-1,O=C(Cn1cc([N+](=O)[O-])cn1)N1CCc2ccccc2C1
-5,C[C@H]1CN([C@@H](C)CO)C(=O)CCCn2nncc2CO[C@@H]1CN(C)C(=O)Nc1cccc2ccccc12
2,O=C(Nc1ccc(C2CCCCC2)cc1)C1CCN(c2ncccn2)CC1
-1,CCCCNCCCOc1cc(Cl)ccc1Cl
-1,O=C(CN1C(=O)c2ccc([N+](=O)[O-])cc2C1=O)Nc1cc(S(=O)(=O)N2CCOCC2)ccc1Cl
0,Cc1cccc(C(=O)Nc2nc3ncccn3c2-c2ccc(F)cc2)c1
-1,CN(CC(=O)Nc1ccccc1Cl)C(=O)CSc1nncs1
-1,CC(C)N(C(=O)COC(=O)c1ccc([N+](=O)[O-])cc1)c1ccccc1
1,Cc1cccc(-c2nc(C#N)c(NC3CCCCC3)o2)c1
-3,Cc1cc(C=O)c(C)n1-c1ccc(N2CCCCC2)c([N+](=O)[O-])c1
-4,COc1ccc(C)cc1-n1nnnc1SCc1csc(C)n1
-2,COC(=O)CNc1cc(S(=O)(=O)N2CCCCC2)ccc1Oc1ccc(C(=O)OC)cc1
-1,O=C(Nc1ccc2c(c1)OCCO2)C1CCCN(S(=O)(=O)c2cnc[nH]2)C1 (stereo unspecified)
-2,CCOC(=O)C1=C(C)NC(=O)NC1c1cccc(OC)c1OCc1ccccc1Cl (stereo unspecified)
1,Cc1ccc(C)c(NS(=O)(=O)c2ccc3c(c2)Cc2cc(S(=O)(=O)Nc4cc(C)ccc4C)ccc2-3)c1
-1,CC(C)C(C(=O)Nc1ccccc1F)N1C(=O)c2ccccc2C1=O (stereo unspecified)
-3,COc1cc(C(=O)OCC(=O)N2CCNC2=O)cc(Cl)c1OC
-3,CCS(=O)(=O)N1CCN(c2ccnc3cc(Cl)ccc23)CC1
3,CCOc1ccccc1-c1nc(C(N)=O)c2[nH]c(=O)n(-c3ccccc3)c2n1
-2,COc1ccc(NC(=O)CNC(=O)c2ccc([N+](=O)[O-])cc2)cc1
3,COc1ccc(CCNC(=O)COc2ccc(N(C)S(=O)(=O)c3ccc(C)cc3)cc2)cc1
-1,CCOC(=O)C1=C(COC(=O)c2ccc(Br)c(S(=O)(=O)N3CCOCC3)c2)NC(=O)NC1C (stereo unspecified)
1,COCCNC(=O)C(OC(=O)c1ccco1)c1ccccc1OC (stereo unspecified)
0,CC(C)Cc1ccc(/C(=N/O)C(=O)O)s1
-1,C=CC1=CCN(S(=O)(=O)C(C)(C)C)[C@@H]1CCO
0,O=C(CC1C(=O)NCCN1Cc1ccc(Cl)c(F)c1)NCCc1cccnc1 (stereo unspecified)
0,CC1Cc2ccccc2N1C(=O)Cn1c(=O)cc(O)c2ccccc21 (stereo unspecified)
0,C=CCNC(=O)CSc1nc2sc(C)c(C)c2c(=O)[nH]1
0,COc1ccccc1OCCOCCn1cnc2ccccc2c1=O
0,COc1cc(C2NC(=O)NC(c3ccccc3)=C2C(C)=O)cc([N+](=O)[O-])c1O (stereo unspecified)
0,CC(Sc1nnc(-c2ccc(OC(F)F)cc2)n1N)C(=O)NCC1CCCO1 (stereo unspecified)
3,COC(=O)c1ccc(C2C(C#N)=C(C)NC3=C2C(=O)CC(C)(C)C3)cc1 (stereo unspecified)
2,Cc1ccc(-c2nn(CC(=O)NN3CCOCC3)c(=O)c3ccccc23)cc1
4,CCN(C[C@H]1N[C@@](C)(C(=O)OC)[C@H]2C(=O)N(C)C(=O)[C@@H]12)C(=O)c1ccccc1
2,Cc1cccnc1C1=NOC(Cc2ccccc2)C(=O)N1Cc1ccc2c(c1)OCO2 (stereo unspecified)
0,Cc1ccc(C)c(-n2c3nc(=O)n(C)c(=O)c-3cc3ccccc32)c1
7,COc1ccc2[nH]cc(/C=C(/C#N)S(=O)(=O)c3ccccc3)c2c1
0,COCCn1c(SCC(=O)c2ccc3c(c2)OCCO3)nnc1C(C)C
1,Clc1ccc(/C=N/Nc2ncnc3ccccc23)cc1Cl
1,O=C(Nc1ccc2c(c1)OCCO2)C(=O)NC1CC1
0,CCc1nc2ccccc2c(C(=O)OCC(=O)NCc2ccco2)c1C
-10,CCN(CC)c1ccc(/C=N/Nc2nc3ccccc3[nH]2)c(O)c1
1,CCN(CC)C(=O)Oc1ccc(Cl)c2cccnc12
-2,CC(C)CN1CCC(CN2C(=S)NC[C@@H]2Cc2ccccc2)CC1
0,Cc1ccc([N+](=O)[O-])cc1NC(=O)CN(C(=O)c1ccc(Cl)cc1)C1CCCCC1

# New compounds follow
TbREL1 primary,SMILES
1,CC(C)NC(=O)C(=O)c1cn(C)c2ccccc12
10,COc1ccc(NC(=O)/C(Cl)=C(/Cl)S(=O)Cc2ccccc2)cn1 (stereo unspecified)
-4,Cc1cc(C)c(OCC(=O)Nc2ccc(S(=O)(=O)N3CCOCC3)cc2)c(C)c1
-1,O=C(O)c1ccccc1-c1ccccc1C(=O)NCc1cccc(C(F)(F)F)c1
12*,C#CCOCCOCCOCCNc1nc(N2CCN(C(=O)CCCCCCCCCCNC(=O)[C@H](CCCCN)n3cc(CCO)nn3)CC2)nc(N2CCN(C(=O)CCCCCCCCCCNC(=O)[C@H](CCCCN)n3cc(CCCC(=O)O)nn3)CC2)n1
2,Cc1ccc(NC(=O)c2ncn(CC(=O)N3CCN(c4ccccn4)CC3)n2)cc1C
-6,CCOc1cc(NC(=S)NC)c(OCC)cc1NC(=O)c1ccco1
0,COC(=O)c1cccc(NC(=O)CCc2c(C)noc2C)c1
1,CCOc1ccc(/C=C/C(=O)c2ccccc2)cc1OC
-3,COc1cc2c(=O)n(CCC(=O)NCC3CCCO3)c(=O)n(CC(=O)Nc3ccc(F)cc3)c2cc1OC (stereo unspecified)
-2,CCCCn1c(=O)n(Cc2cccc(F)c2)c(=O)c2c1ncn2Cc1ccco1
0,O=C(/C=C/c1cccs1)Nc1nncs1
-1,Cc1ccc(NS(=O)(=O)c2cccc(C(=O)N/N=C/c3c(C)nn(-c4ccccc4)c3N3CCCC3)c2)c(C)c1
0,CN(C(=O)CC1C(=O)NCCN1Cc1ccc(F)cc1Cl)C1CCCCC1 (stereo unspecified)
-1,N#Cc1c(/N=C/c2ccco2)oc(-c2ccccc2)c1-c1ccccc1
-3,O=C(OCc1cn(Cc2ccccc2)nn1)N1CCOCC1
-1,O=C(/C=C/c1ccc(Cl)cc1)NC(=S)Nc1ccc(N2CCOCC2)c(Cl)c1
1,COc1cc2ccccc2cc1C(=O)OCC(=O)c1c(N)n(C)c(=O)n(C)c1=O
-2,CC(C)Cc1nc(SCC(=O)N2CCOCC2)c2c(=O)n(C)c(=O)n(C)c2n1
-1,COc1ccc(S(=O)(=O)N2CC(O)CC2C(=O)OCC(=O)Nc2ccc(Cl)cn2)cc1 (stereo unspecified)
-2,Cc1csc(NC(=O)c2cc3ccccc3o2)n1
-1,COc1cc(NC(=O)C(C)Oc2ccccc2)ccc1NC(=O)COc1ccccc1 (stereo unspecified)
1,Cc1ccc(Cn2cccc(NC(=O)NC3CCCCC3)c2=O)cc1
3,Cc1ccc(-n2c(SCC(=O)Nc3ccc4c(c3)OCCO4)nnc2-c2cnccn2)cc1
-2,Cc1ccc(CSc2nc3sc(C)c(C)c3c(=O)n2Cc2ccco2)cc1
0,CCSc1nnc(NC(=O)Cn2cnc3c2c(=O)n(C)c(=O)n3C)s1
-2,CN1C[C@@H]2[C@@H]3C(=O)N(Cc4ccccc4)C(=O)[C@@H]3[C@](C)(C1=O)N2C(=O)c1ccc(Br)cc1
1,CC(=O)c1c(O)cc(C(C)C)n(-c2ccccc2)c1=O
-4,O=C(NCc1ccco1)C(c1cccs1)N(C(=O)Cc1cccs1)c1ccccc1 (stereo unspecified)
5,CC(C)c1ccc(NC(=O)NC(C)c2ccc3c(c2)OCO3)cc1 (stereo unspecified)
2,CC(=O)Nc1nc2ccccc2n1CCOc1ccccc1
4,COCc1cc(N2CCNC[C@H]2C)ccc1N1CCS(=O)(=O)CC1
-2,CCOCc1nnc(NC(=O)c2cc(OC)c(OC)c(OC)c2)s1
6,CCN(CC)c1c2c(nc3ncnn13)CCCC2
-2,COc1ccc(CSc2nc(N3CCOCC3)c3c(c2C#N)CC(C)(C)OC3)cc1
0,O=C1C=C(c2ccc(-c3ccccc3)cc2)C[C@@H](c2ccc3c(c2)OCO3)C1
0,CC(=O)c1ccccc1N(C(=O)c1ccco1)C(C(=O)NC1CCCC1)c1ccc(C)cc1 (stereo unspecified)
-1,S=c1[nH]nc(CSc2nc3ccccc3s2)o1
-2,CCOc1cc(S(=O)(=O)n2ccnc2)ccc1Br
3,Cn1cnnc1SCC(=O)Nc1cccc(C(=O)O)c1
-1,OCCNc1nc(N2CCOCC2)nc(N2CCOCC2)n1
-2,CCOC(=O)CN1C(=O)N[C@@H](c2cccs2)C(C(=O)OC)=C1C
0,Cc1cc(Br)ccc1NC(=O)CN(C)C(=O)c1ccccc1OCc1c(C)noc1C
3,COc1ccccc1C(=O)NC(=O)CSc1nnc(N)s1
-5,COc1ccc2[nH]c3c(c2c1)CCN1C(=O)C(CC(=O)NCCCn2ccnc2)C[C@H](C(=O)N(C(C)C)C(C)C)[C@@]31C (stereo partly specified)
0,COc1cccc(NC(=O)N2CCC(NC(=O)C3CCCCC3)CC2)c1
-8,CC(C)c1ccc(C2C(C(=O)c3ccco3)=C(O)C(=O)N2CCN2CCOCC2)cc1 (stereo unspecified)
4,Cc1cc2ncn(-c3ncnc4scc(-c5ccccc5)c34)c2cc1C
3,COc1ccccc1NC(=O)COC(=O)c1cc2ccccc2cc1O
-4,C=CCc1ccccc1OCC(O)CN1CCN(c2ccccc2OC)CC1 (stereo unspecified)
1,Cc1sc(NC(=O)CSc2nnc(C(C)C)n2C)c(C#N)c1C
-1,Cc1c(N2C(=O)CSC2=S)c(=O)n(-c2ccccc2)n1C
2,O=S(=O)(c1cccc2nsnc12)N1CCNCC1
-8,CC(C)(C)OC(=O)N1CC(O)CC1C(=O)OCC(=O)c1ccc(-c2ccccc2)cc1 (stereo unspecified)
0,Cc1ccc(C)c(NC(=O)CSc2nnc(-c3ccccc3)n2N)c1
-1,C1CCC2=NCCCN2CC1
-3,CCCCNS(=O)(=O)c1ccc2nc(-c3cccnc3)cc(C(=O)NC3CC3)c2c1
9,CCn1c(SC)nnc1C1CCN(CC(=O)Nc2ccccc2N2CCOCC2)CC1
2,N#Cc1nc(Cc2cccc3ccccc23)oc1N1CCN(c2ccccc2)CC1
-2,CCC(=O)Oc1c(C(=O)CC)cc2c(C)cc(=O)oc2c1C
0,Cc1ccc(-n2nc3c(SCCN4CCOCC4)nnc(C)c3c2C)cc1
6,CCOC(=O)c1cnc(-c2ccccc2)nc1Oc1ccccc1
